KCNH2 3.1 inh – qHTS for Inhibitors of KCHN2 3.1: Mutant qHTS | U2OS KCNH2 3.1, thallium flux FluxOr; hits give low values | Potassium voltage-gated channel subfamily H member 2, brain isoform KCNH2 3.1 (human) | actives 0.95% (n = 340,000) | activity change, % (tested at about 1.8 µM) | AID 720553, 2013;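 active means maximum activity change below -70%; inconclusive means maximum activity change from -70% to -50%; inactive means maximum activity change above -50%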;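 further: thallium influx rate constant from kinetic fluorescence after stimulation buffer; on the % scale 0 is the no-effect control and ±100 the full control effect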
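Channel expression came from 3.1 mutant virus (1.77 x 10^8 /mL) applied to suspended U2OS cells for 4 h. Flux was tracked with FluxOr dye plus Red40 quencher, and kinetic rate constants normalized to controls.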
KCNH2 WT inh – qHTS for Inhibitors of KCHN2 3.1: Wildtype qHTS | Voltage-gated inwardly rectifying potassium channel KCNH2 (Homo sapiens), Q12809 | U2OS, BacMam KCNH2, thallium flux FluxOr; hits give low values | activity change, % at 1.84 µM | actives 0.37% (n = 340,000) | AID 720551, 2013;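 active means maximum activity change below -70%; inconclusive means maximum activity change between -70% and -50%; inactive means maximum activity change above -50%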; further: on the % scale 0 is the no-effect control and ±100 the full control effect
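U2OS cells transduced with wild-type KCNH2 virus are loaded with FluxOr dye for 45 min, and thallium flux is measured in kinetic reads before and after stimulation buffer. Rate constants are normalized to DMSO controls.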
TRPV1 ag – HTS Assay for Compounds that Act as Agonists of the Vanilloid Receptor 1. Transient receptor potential cation channel subfamily V member 1 (Homo sapiens), Q8NER1. activation, % at 8.33 µM. TRPV1-expressing cells, Fluo-8 calcium influx, agonist mode. actives 0.19% (n = 320,000); in the data active means activation above about 80%; inconclusive means between about 30% and that limit; further: 0% is about no effect
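Cells expressing TRPV1 were dye-loaded with Fluo-8 and read kinetically: 10 s baseline, 3 min after compound (agonist portion), then 2 min after EC20 capsaicin (allosteric enhancer portion). Calcium-bound dye fluorescence at 480/520 nm.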
S-ASM inh – Inhibitors of Secretory Acid Sphingomyelinase (S-ASM): qHTS; actives 0.006% (n = 340,000); Potency, µM (top dose mostly 57.5 µM), for inactives: at the top dose activity change, negative = inhibition, actives largely listed as inhibitors; AID 504937, 2011; placental ASM, HMU-PC fluorogenic substrate, 60 min; further: potency means the concentration at half of the fitted maximal effect
Target sequence (P17405 47-631 limits assumed): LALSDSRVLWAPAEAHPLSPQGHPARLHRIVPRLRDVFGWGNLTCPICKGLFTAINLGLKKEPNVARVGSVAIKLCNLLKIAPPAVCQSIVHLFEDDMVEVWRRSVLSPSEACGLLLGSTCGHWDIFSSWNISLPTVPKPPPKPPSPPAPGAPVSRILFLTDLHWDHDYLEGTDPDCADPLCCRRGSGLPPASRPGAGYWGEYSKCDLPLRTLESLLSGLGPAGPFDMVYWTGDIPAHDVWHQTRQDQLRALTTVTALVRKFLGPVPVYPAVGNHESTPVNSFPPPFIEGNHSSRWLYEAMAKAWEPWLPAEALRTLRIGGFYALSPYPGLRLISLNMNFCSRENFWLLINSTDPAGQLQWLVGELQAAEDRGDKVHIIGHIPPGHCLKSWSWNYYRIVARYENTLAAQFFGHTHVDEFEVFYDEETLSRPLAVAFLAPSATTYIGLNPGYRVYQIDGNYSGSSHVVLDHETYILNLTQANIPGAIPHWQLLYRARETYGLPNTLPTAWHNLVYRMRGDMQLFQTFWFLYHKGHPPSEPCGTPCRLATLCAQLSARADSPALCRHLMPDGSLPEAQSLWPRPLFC
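Steps: dispense placental human ASM, pin compound, wait 10 min at room temperature, add HMU-PC0 substrate at 9 uM final, incubate 60 min at 37 °C, add stop solution raising pH to 10, read fluorescence.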
MBNL1-CUG inh – qHTS Assay for Inhibitors of MBNL1-poly(CUG) RNA binding. TR-FRET MBNL1-His/biotin-(CUG)12 binding, 665/545 ratio. Potency, µM (series often up to 57.5 µM), for inactives: at the top dose activity change, negative = inhibition, actives largely listed as inhibitors. actives 0.036% (n = 280,000); active means well fitted inhibition curve with a large enough effect in the signal ratio, with a control signal flat, not every such curve was filed as active; inconclusive means small, poorly fitted or top-dose-only effect, or effect the other way, or a change in a side signal; inactive means no such curve, though single readings can be large or run the other way; the % refers to the signal ratio; further: potency means the concentration at half of the fitted maximal effect; on the % scale 0 is the no-effect control and ±100 the full control effect
Target sequence (Q9NR56 whole entry, looked up): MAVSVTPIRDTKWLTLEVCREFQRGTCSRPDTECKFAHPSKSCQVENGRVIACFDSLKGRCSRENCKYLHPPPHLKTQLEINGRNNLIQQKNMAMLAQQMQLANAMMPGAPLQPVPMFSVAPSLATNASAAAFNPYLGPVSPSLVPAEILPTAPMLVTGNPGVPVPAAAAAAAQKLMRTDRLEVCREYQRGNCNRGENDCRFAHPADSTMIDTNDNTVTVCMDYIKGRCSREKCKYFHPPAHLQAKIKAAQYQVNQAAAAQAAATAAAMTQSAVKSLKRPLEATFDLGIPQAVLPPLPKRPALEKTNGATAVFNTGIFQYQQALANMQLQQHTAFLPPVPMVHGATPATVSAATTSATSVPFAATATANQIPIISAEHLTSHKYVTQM
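TR-FRET between His-tagged MBNL1 and biotin-(CUG)12 RNA, detected with Tb anti-His antibody (0.055 ng/ul) and streptavidin-XL665 (5 nM), 60 min at room temperature. Compounds titrated 92 nM to 58 uM; 665/545 nm ratio normalized to buffer and complex controls.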
AT treatment – qHTS Assay for Identifying a Potential Treatment of Ataxia-Telangiectasia. […] A-T fibroblasts, KAP-1 phosphorylation AlphaLISA; neocarzinostatin DNA damage 30 min before lysis. Potency, µM (doses to about 57.5 µM), for the others: top-dose activation, usual class: activators. actives 0.19% (n = 320,000); further: potency means the concentration at half of the fitted maximal effect; % of control where 0% means no effect; nearly all actives have a fitted effect of over 45% in size
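ATM-like activity read as KAP-1 phosphorylation via AlphaLISA donor/acceptor antibody pairs after lysis and 6 hr at 25C. Cells were ATM-null patient fibroblasts ([…], hTERT), dosed 60 min, then exposed to the DSB inducer NCS for 30 min.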
GALK inh – qHTS Assay for Inhibitors of Human Galactokinase (GALK) | P51570 | Purified GALK, Kinase-Glo residual ATP luminescence | Potency, µM (top dose mostly 57.5 µM), without a hit: at the highest dose activity change, negative = inhibition, most hits filed as inhibitors | actives 0.007% (n = 270,000) | AID 1868, 2009; further: potency means the concentration at half of the fitted maximal effect; on the % scale 0 is the no-effect control and ±100 the full control effect
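Quantitative HTS: GALK 5 nM, ATP 35 uM, galactose 100 uM, 1 h room temperature, then luciferase-based ATP detection.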
FBPA coupling cs – qHTS Assay for Inhibitors of Fructose-1,6-bisphosphate Aldolase from Giardia Lamblia: Coupling assay counterscreen; coupling enzyme system counterscreen, AmpLite Red fluorescence; activity change, negative = inhibition, % at 58.2 µM, hits read low; AID 2472, 2010; actives 0.67% (n = 290,000); in the data active means activity change below about -30%; further: on the % scale 0 is the no-effect control and ±100 the full control effect
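Fluorescence at 525 nm excitation and 598 nm emission measured inhibition of the coupled detection system without aldolase. Compounds (at 57.5 uM final) were preincubated 10 min at room temperature with coupling enzyme reagent before a 20 min substrate/AmpLite Red step.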
Integrin act MD – qHTS for Activators of Integrin-Mediated Alleviation for Muscular Dystrophy; actives 0.064% (n = 350,000); Potency, µM (titrated, usually from 38.3 µM), inactives show top-dose activation, most hits filed as activators; alpha7betagal myoblasts, beta-gal FDG fluorescence, 48 h;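 further: potency means the concentration at half of the fitted maximal effect; 100% = response of the positive control SU9516; nearly all actives have a fitted effect of over 60% in size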
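Alpha7betagal+/- myoblasts (passage 13) were plated 16-24 hr, then exposed to compounds (1:260 dilution of DMSO stock) for 48 hours at 37C. After MPER lysis, β-galactosidase reporter activity was read as FDG fluorescence (ex 480/em 540) after 30 minutes.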
CXXC DNA block – qHTS Fluorescence Polarization Assay for Inhibitors of MLL CXXC domain - DNA interaction; Histone-lysine N-methyltransferase 2A (Homo sapiens), Q03164; MLL-CXXC / FITC-HOXA9 DNA fluorescence polarization; Potency, µM (doses to about 115 µM), inactives show top-dose activity change, negative = inhibition, hits mostly inhibitors; actives 0.037% (n = 290,000); active means well fitted inhibition curve with a large enough effect in the polarisation, with a control signal flat, not every such curve was filed as active; inconclusive means small, poorly fitted or top-dose-only effect, or effect the other way, or a change in a side signal; inactive means no such curve, though single readings can be large or run the other way; the % refers to the polarisation; further: potency means the concentration at half of the fitted maximal effect
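Steps: dispense CXXC domain solution (7 uM) → pin compounds or unlabeled HOX-A9 DNA control → 5 min ambient → add FLSN-HOX-A9 solution (50 nM) → spin → 30 min ambient → fluorescence polarization. Tris pH 7.5/NaCl/DTT/BSA buffer.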
* marks the source's active call; other numbers are inactive results; u = inconclusive; x = not tested or not shown; & = joins results of further samples; [ ] = dose if it differs, or a comment. Unless noted, the call rests on the fitted dose curve; in most records, active means well fitted curve in the direction sought with a large enough effect; inconclusive means small, poorly fitted or top-dose-only effect, or another doubt; inactive means no such curve, though single readings can be large; an effect the other way counts as inactive or inconclusive.

1) Cc1ccc(-c2csc(=S)n2CC(=O)OCC(=O)NC(C)C(C)C)cc1 (stereo not given)
2) CCCS(=O)(=O)N1CCCC(C(=O)NCCCN2CCN(c3ccccc3F)CC2)C1 (stereo not given)
3) COc1ccc(C(=O)NNC(=O)c2ccccn2)cc1
4) Cc1cc(C)c2c(c1)/C(=N/NC(=S)Nc1ccc(F)cc1)CCC2
5) COc1cccc(CNC(=O)C(C)n2ccc3cc(S(=O)(=O)N4CCCC4)ccc32)c1 (stereo not given)
6) CC(C(=O)Nc1ccccc1F)N1C(=O)c2ccccc2C1=O (stereo not given)
Assay by compound	1	2	3	4	5	6
KCNH2 3.1 inh	16	21	-5	-22	19	-8
KCNH2 WT inh	0	12	-10	-11	5	-9
TRPV1 ag	7	0	u	-3	24	4
S-ASM inh	4%	0%	-2%	-6%	1%	1%
MBNL1-CUG inh	1%	6%	-25%	-2%	2%	12%
AT treatment	-1%	6%	13%	-2%	23%	-2%
GALK inh	x	1%	22%	0%	-9%	0%
FBPA coupling cs	-1	0	-7	6	0	-5
Integrin act MD	-31%	-22%	-2%	15%	-2%	-19%
CXXC DNA block	7%	u	-4%	34%[activator]	-12%	-4%

7) O=C(COc1ccccc1)NCC(c1ccco1)N1CCN(c2ccccc2F)CC1 (stereo not given)
8) Cc1cc(C)cc(NC(=S)NCc2ccc(F)cc2)c1
9) CCN(CC)c1ccc(S(=O)(=O)N2CCOCC2)cc1NC(=O)COC(=O)/C=C/c1ccc(C)o1
10) Cc1c(CN2CCC(C)CC2)c(=O)n(-c2ccccc2)n1C
11) O=C(O)COCC(=O)N1CCN(C2c3ccccc3-c3ccccc32)CC1
12) COc1cc(NC(=O)c2cc(-c3ccco3)on2)c(OC)cc1Cl
Assay by compound	7	8	9	10	11	12
KCNH2 3.1 inh	1	11	-12	x	24	-81*
KCNH2 WT inh	-12	9	0	40	9	-26
TRPV1 ag	22	29	0	-2	-3	2
S-ASM inh	-2%	2%	x	0%	-2%	15%
MBNL1-CUG inh	x	-8%	x	3%	6%	11%
AT treatment	2%	8%	-3%	0%	-2%	x
GALK inh	x	-4%	x	3%	-1%	0%
FBPA coupling cs	x	-3	x	0	4	3
Integrin act MD	-14%	10%	-1%	3%[7.66 µM]	-7%	8%
CXXC DNA block	x	6%	x	-2%	-14%	-18%

13) Cn1c(=O)c(C(=O)COC(=O)c2cc(-c3ccccc3)nc3ccccc23)c(N)n(Cc2ccccc2)c1=O
14) Cc1ccc(S(=O)(=O)Nc2ccccc2C(=O)OC(C)C(=O)Nc2ccc3ccccc3c2)cc1[N+](=O)[O-] (stereo not given)
15) COc1ccccc1NC(=O)C(CCS(C)(=O)=O)N1C(=O)c2ccccc2C1=O (stereo not given)
16) O=C(CN1C(=O)/C(=C/c2ccccc2)SC1=S)NC1CCS(=O)(=O)C1 (stereo not given)
17) O=C(NC1CCSc2ccccc21)c1c(F)cccc1Cl (stereo not given)
18) O=C(NCCN1CCN(S(=O)(=O)c2ccccc2)CC1)C(=O)Nc1ccc(F)cc1
Assay by compound	13	14	15	16	17	18
KCNH2 3.1 inh	x	-31	3	8	-11	-9
KCNH2 WT inh	x	-11	5	1	3	1
TRPV1 ag	11	1	-1	-1	2	-4
S-ASM inh	x	4%	0%	3%	3%	5%
MBNL1-CUG inh	148%[activator]	-2%	7%	u	0%	-8%
AT treatment	-1%	x	0%	-6%	5%	14%
GALK inh	x	2%	-2%	-2%	5%	-2%
FBPA coupling cs	-3&-4	2	0	x	x	0
Integrin act MD	x	2%	-8%	-17%	8%	u
CXXC DNA block	27%	-4%	-4%	-1%	1%	-13%

19) CCc1nnc(NC(=O)c2cccc(OC)c2)s1
20) CC(/C=C1\SC(=S)N(CCC(=O)Nc2ccc(O)cc2)C1=O)=C\c1ccccc1
21) O=C(NCc1csc(-c2cccs2)n1)C1CCC1
22) COCCN1CCN(c2c3c(nc4cc(-c5cccc(F)c5)nn24)CCC3)CC1
23) COCCNC(=O)C(c1ccc(C)cc1)N(CCOC)C(=O)CCC(=O)Nc1nccs1 (stereo not given)
24) COc1cccc(C(=O)Cn2c(Br)nc3c2c(=O)n(C)c(=O)n3C)c1
Assay by compound	19	20	21	22	23	24
KCNH2 3.1 inh	5	-12	-8	7	0	-15
KCNH2 WT inh	0	0	-3	-5	-5	7
TRPV1 ag	0	26	3	5	-2	3
S-ASM inh	1%	-13%	-1%	3%	8%	0%
MBNL1-CUG inh	u	0%	11%	-3%	-2%	0%
AT treatment	2%	2%	0%	2%	-8%	-3%
GALK inh	2%	1%	x	-3%	5%	2%
FBPA coupling cs	-7	1	-1	4	0	7
Integrin act MD	23%	u	7%	6%	-6%	-7%
CXXC DNA block	3%	2%	-11%	12%	-4%	4%

25) CS(=O)(=O)N1CCC(C(=O)Nc2ccc(Oc3ccccc3)cc2)CC1
26) CC(=O)NS(=O)(=O)c1ccc(NC(=O)c2ccc3c(c2)NC(=O)CS3)cc1
27) CCOC(=O)c1cc(OC(=O)c2ccccc2Br)n(-c2ccccc2)n1
28) Cc1ccc(CC(=O)Nc2ccc(S(=O)(=O)N3CCOCC3)cc2)cc1
29) O=C(CN1CCCc2ccccc21)Nc1cc(S(=O)(=O)N2CCCC2)ccc1Cl
30) CC1CCCN(C(=O)COC(=O)C2CCN(S(=O)(=O)c3c(Cl)cccc3Cl)CC2)C1 (stereo not given)
Assay by compound	25	26	27	28	29	30
KCNH2 3.1 inh	0	6	23	-7	12	-6
KCNH2 WT inh	12	-2	-3	8	-1	4
TRPV1 ag	-10	x	1	0	2	-3
S-ASM inh	-12%	5%	5%	-2%	0%	2%
MBNL1-CUG inh	-5%	x	-2%	-5%	x	x
AT treatment	9%	7%	-2%	8%	5%	5%
GALK inh	-1%	x	0%	5%	x	x
FBPA coupling cs	0	x	8	1	x	x
Integrin act MD	5%	3%	3%[7.66 µM]	17%	-44%	4%
CXXC DNA block	24%	x	2%	18%	x	x

Complete entries from above. Values in the order: KCNH2 3.1 inh | KCNH2 WT inh | TRPV1 ag | S-ASM inh | MBNL1-CUG inh | AT treatment | GALK inh | FBPA coupling cs | Integrin act MD | CXXC DNA block
Results for `Cc1ccc(S(=O)(=O)Nc2ccccc2C(=O)OC(C)C(=O)Nc2ccc3ccccc3c2)cc1[N+](=O)[O-]` (stereo not given) = -31 | -11 | 1 | 4% | -2% | x | 2% | 2 | 2% | -4%
Results for `COCCN1CCN(c2c3c(nc4cc(-c5cccc(F)c5)nn24)CCC3)CC1` = 7 | -5 | 5 | 3% | -3% | 2% | -3% | 4 | 6% | 12%
Results for `CC(=O)NS(=O)(=O)c1ccc(NC(=O)c2ccc3c(c2)NC(=O)CS3)cc1` = 6 | -2 | x | 5% | x | 7% | x | x | 3% | x

(cont.)
31) c1ccc(-c2csc(=Nc3cccnc3)n2CC2CCCO2)cc1 (stereo not given)
32) COc1ccc(O[C@@H]2O[C@H](COC(C)=O)[C@@H](OC(C)=O)[C@H](OC(C)=O)[C@H]2NC(C)=O)cc1
33) CC1CCN(c2ccc(NC(=O)Cn3c(=O)oc4ccccc43)cc2)CC1
34) O=C(c1ccc(OC2CCN(CCO)CC2)cc1)N1CCCC1
35) CCN(CC)C(=S)Nc1ccc([N+](=O)[O-])cc1
Assay by compound	31	32	33	34	35
KCNH2 3.1 inh	4	-18	-1	x	20
KCNH2 WT inh	-4	-5	1	8	3
TRPV1 ag	11	1	12	-1	-5
S-ASM inh	3%	4%	3%	7%	-1%
MBNL1-CUG inh	7%	-14%	-7%	0%	x
AT treatment	4%	21%	-9%	12%	-11%
GALK inh	0%	1%	-1%	-2%	0%
FBPA coupling cs	4	0	x	x	4
Integrin act MD	0%	-7%	33%	4%	-5%
CXXC DNA block	-1%	-4%	-2%	-12%	-1%
